m5-HT2A agonist: mouse HTR2A agonism via beta-arrestin recruitment; CHO-K1 mHTR2A beta-arrestin complementation, luminescence; percent of 30 µM serotonin response; activation, % at 7.6 µM; 360,000 compounds, 0.66% hits; AID 624169;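 active = activation above a run cutoff, the mean activation of all tested compounds plus 3 SD, cut at about 14% in these data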;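 also: 0% = plate median of compound wells and 100% = 30 µM serotonin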
Target sequence (P35363 whole entry, looked up): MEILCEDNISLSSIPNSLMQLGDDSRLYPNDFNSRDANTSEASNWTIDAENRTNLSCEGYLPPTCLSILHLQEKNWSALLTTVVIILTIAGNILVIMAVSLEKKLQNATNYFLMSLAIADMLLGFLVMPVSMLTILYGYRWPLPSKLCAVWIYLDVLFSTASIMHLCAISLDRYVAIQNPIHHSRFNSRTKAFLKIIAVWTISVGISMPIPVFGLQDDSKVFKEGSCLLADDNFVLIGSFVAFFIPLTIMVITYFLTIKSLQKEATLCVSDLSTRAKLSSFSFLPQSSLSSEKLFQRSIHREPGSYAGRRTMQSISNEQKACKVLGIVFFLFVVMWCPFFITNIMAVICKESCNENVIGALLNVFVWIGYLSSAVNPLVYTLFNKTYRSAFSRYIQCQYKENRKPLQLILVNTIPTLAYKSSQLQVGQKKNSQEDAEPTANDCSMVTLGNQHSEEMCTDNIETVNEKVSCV
PDI inh: blocks human protein disulfide isomerase activity; 350,000 compounds, 0.052% hits; P07237; PDI insulin aggregation turbidity, A650, 90 min; inhibition, % at 10 µM;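 active = mean inhibition across replicates of 30% or more, whatever share of single replicates reach that level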;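 also: absorbance from insulin aggregation driven by PDI reduction with DTT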
Target sequence (P07237 whole entry, looked up): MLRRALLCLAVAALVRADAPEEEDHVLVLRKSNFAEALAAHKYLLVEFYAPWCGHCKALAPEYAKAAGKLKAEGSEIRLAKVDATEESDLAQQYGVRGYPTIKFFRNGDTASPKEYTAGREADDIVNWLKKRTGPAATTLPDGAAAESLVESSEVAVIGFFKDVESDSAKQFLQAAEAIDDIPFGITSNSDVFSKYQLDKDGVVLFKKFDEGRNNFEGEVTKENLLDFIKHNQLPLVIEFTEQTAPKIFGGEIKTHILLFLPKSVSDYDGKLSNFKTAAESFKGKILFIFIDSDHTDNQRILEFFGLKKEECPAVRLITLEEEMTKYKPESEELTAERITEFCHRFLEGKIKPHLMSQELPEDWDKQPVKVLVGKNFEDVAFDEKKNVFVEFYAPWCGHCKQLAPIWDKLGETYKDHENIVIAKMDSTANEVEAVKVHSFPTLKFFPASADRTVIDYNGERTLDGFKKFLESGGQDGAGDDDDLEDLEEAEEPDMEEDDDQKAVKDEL
iPSC survival up: increases survival of single human iPS cells; survival enhancement, % at 20 µM; hiPSC single-cell survival, ATPlite luminescence; 100% = ROCK inhibitor wells, 0% = DMSO; AID 602274; 360,000 compounds, 0.044% hits; in the data active = survival enhancement above about 18%;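 also: cells exposed to compounds for 16 hours before the ATP read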
NR2E3 ag-1: agonists of human nuclear receptor NR2E3. GST-NR2E3/biotin-RetCOR TR-FRET, 1536-well. inhibition of corepressor binding, % at 4.78 µM. 320,000 compounds, 0.12% hits. AID 2300;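 active = percent inhibition above the cutoff of mean plus 3 SD of all tested compounds, set per screening campaign, cut at about 20% in these data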;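 also: 0% = DMSO wells and 100% = biotin wells as full block of FRET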
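System: GST-tagged NR2E3 plus biotinylated RetCOR corepressor; Buffer or medium: pH 7.5 Tris-based buffer; Probe or stimulus: RetCOR corepressor, biotinylated, 7 nM; Doses: compound at 4.8 µM, single dose; Schedule: 5 h incubation at 4 °C; Technique: time-resolved FRET; Evaluation: percent inhibition of TR-FRET ratio; Replication: one well per compound, singlicate testing.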
TRPM1 prom inh: MITF TRPM1 promoter inhibition in SK-MEL-5 cells | SK-MEL-5 TRPM1 promoter luciferase, 24 h | inhibition, % at 12.5 µM | 330,000 compounds, 0.83% hits | AID 488899;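 active = mean inhibition across replicates of 60% or more, whatever share of single replicates reaches that level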; also: values of inactives mirror those of a sister screen read the other way
CaV13 ICDI inh: Disruptors of the CACNA1D IQ motif to Ca2+-dependent inactivation inhibitor domain association, primary screening, Förster resonance energy transfer in intact living … | HEK cells, CFP/YFP FRET ICDI-IQ, plate reader, 10 min; percent FRET-ratio fall versus neutral wells | AID 743397 | inhibition, % at 12.3 µM | 340,000 compounds, 0.098% hits;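 active = mean replicate inhibition of at least 30% and at least 1% of replicates passing that level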;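 also: 0% = median of the neutral control wells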
H9c2 protect: myocardial damage modulation in H9c2 cells. AID 588492. H9c2 cardiomyocytes, H2O2 injury protection, ATPLite, 2 h. 360,000 compounds, 0.63% hits. protection from H2O2 cell death, % at 20 µM;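 active = compounds giving at least 50% protection of heart cells from peroxide-induced death in the single-dose screen, raw or plate-pattern-corrected value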;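 also: 0% = DMSO wells with peroxide and 100% = DMSO wells without peroxide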
NR2E3 ag-2: activates human NR2E3 receptor; Q9Y5X4; CHO-S Gal4-NCOR/VP16-NR2E3 two-hybrid, luciferase; inhibition of corepressor binding, % at 3.98 µM; 360,000 compounds, 0.35% hits; AID 602229;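 active = inhibition above the mean of all tested compounds plus 3 SD, cut at about 70% in these data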;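 also: 0% = DMSO with NR2E3 transfected cells and 100% = cells lacking NR2E3 construct; higher means lower luciferase signal from less NR2E3 corepressor binding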
Shn3 3UTR inh: Schnurri-3 reporter inhibition in Clone20 osteoblasts | 360,000 compounds, 0.52% hits | Clone20 osteoblast Shn3 3'UTR firefly luciferase, 24 h | AID 588674 | inhibition, % at 12.5 µM;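 active = mean inhibition of at least 75% with every replicate also reaching 75%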;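 also: 0% = median of neutral control wells and 100% = pilot-screen positive control compound; some compounds past the cut are filed as inactive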
Peg3 prom inh: reduces Peg3 promoter-driven luciferase expression in HeLa. AID 588405. HeLa PEG-Prom luciferase reporter, luminescence, overnight. 360,000 compounds, 1.7% hits. inhibition, % at 20 µM;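 active = inhibition of at least 50% at 20 µM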
HIF-2a inh: HIF-2a inhibition; 786-0 RCC cells HIF-2a reporter, luciferase luminescence, overnight; inhibition, % at 18.8 µM; 360,000 compounds, 0.72% hits; AID 624352;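 active = inhibition of the luminescence signal of 40% or more relative to plate controls, in a single-dose primary screen at 18.75 µM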
Numbers without * were called inactive; · = no result given.

SMILES	m5-HT2A agonist	PDI inh	iPSC survival up	NR2E3 ag-1	TRPM1 prom inh	CaV13 ICDI inh	H9c2 protect	NR2E3 ag-2	Shn3 3UTR inh	Peg3 prom inh	HIF-2a inh
CC(C)OCCCNc1ncnc2c1[nH]c1ccc(F)cc12	1	-3	3.6	-1	15	-5	-28	76*	78	-32	-113
CC(C)Cc1nc(S(=O)(=O)c2ccc(Cl)cc2)c(N2CCOCC2)o1	1	1	-0.4	3	-1	·	-1	3	10	17	7
O=C(Nc1ccc(C(=O)O)cc1)/C(=C\c1ccco1)NC(=O)c1ccccc1	1	0	2.4	2	4	-6	7	-4	6	-30	5
Cc1c(OC(C)C(=O)O)ccc2c3c(c(=O)oc12)CCCC3 (configuration not stated)	-3	-7	0.3	4	9	-2	4	-6	-23	1	16
CC(C)(C)c1cc2cccnc2n1Cc1cccc(Cl)c1	-9	1	-1.2	3	19	-3	-3	-20	16	19	15
COC(=O)c1sccc1NC(=O)c1ccc(C)s1	-2	-3	-2.0	10	7	-4	-1	-51	23	-20	-50
CCN(CC)C(=O)c1cc2c(=O)c3cc(F)ccc3oc2nc1C	2	-4	-0.7	2	-29	-7	3	-51	-6	-121	-169
CCN(CC)C(=O)C1CCCN(C(=O)c2oc3ccc(C)cc3c2C)C1 (configuration not stated)	8	9	0.0	2	-10	-2	4	-13	14	0	-25
CCOC(=O)C1(C)CCN1C(=O)c1cc(F)cc(F)c1 (configuration not stated)	3	-6	3.0	·	·	-5	3	-4	-13	8	9
CCn1cc(C(=O)NC(=S)Nc2ccccc2Br)cn1	-3	-2	0.7	-1	-4	-10	-6	-69	-8	-97	-139
CCOC(=O)C1(C)CCCN(C(=O)c2ccc(OC)cc2OC)C1 (configuration not stated)	-7	-2	7.5	·	·	-6	-3	-20	3	3	7
COc1ccc(C2c3c(nc[nH]c3=O)Oc3nc[nH]c(=O)c32)cc1	7	-6	-0.3	1	-6	·	-1	-19	-16	8	25
COc1cccc(-n2c(Cc3cc(=O)[nH]c(=O)[nH]3)nnc2SCC(=O)NC2CCCCC2)c1	0	·	-1.0	1	-5	-2	0	-3	4	-5	17
COc1ccc2c(COC(=O)CC3Sc4ccccc4NC3=O)cc(=O)oc2c1 (configuration not stated)	3	-1	2.0	0	-10	-5	15	21	-11	-24	-79
CCOC(=O)CSc1nnc(-c2ccco2)n1-c1ccccc1	1	9	1.5	1	9	-7	1	-2	-27	7	-2
O=C(NCCc1nnc2ccc(NCCCN3CCOCC3)nn12)c1ccccc1F	4	6	0.5	2	2	-2	0	-13	0	12	3
CCCCC(=O)Nc1ccnc(-c2cccnc2)n1	2	7	1.1	2	5	-4	7	-11	6	-98	-1
Cc1ccc(NC(=O)c2ccc(CSc3nnc(-c4ccncc4)n3C)cc2)cc1	1	-2	-3.0	1	-14	-5	-13	-7	-26	-53	-36
Cc1nc(C(=O)NCCC(C)C)sc1C1(C)CC(c2cccc([N+](=O)[O-])c2)=NO1 (configuration not stated)	-8	-2	-2.8	·	-13	-9	-9	-9	-65	-71	-87
COc1ccc(/C=N\NC(=O)c2ccccc2Br)cc1COc1ccc(F)cc1	-6	3	-0.3	1	-13	-5	2	-29	12	8	10
Cc1cc(C(=O)NNC(=O)c2cccc([N+](=O)[O-])c2)n[nH]1	-6	-1	-2.4	-2	-4	-3	-1	-30	3	20	14
CSc1ccccc1NC(=O)Nc1cccc(Cl)c1C	7	5	2.0	2	9	-2	18	10	6	4	-3
COCCNc1nc2cc(-c3ccccc3)sc2c(=O)n1C	-1	-1	-0.2	·	·	-7	-2	-3	3	-42	-51
O=C(CSc1nnc(-c2ccc(Br)o2)n1Cc1ccccc1)c1ccccc1F	-1	-1	-2.5	4	18	·	-4	-9	6	-3	-16
Cc1cccc(NC(=O)CN(CC2CCCO2)C(=O)c2oc3ccccc3c2C)c1C (configuration not stated)	5	5	-0.1	1	16	-4	-3	-3	3	11	-15
C/C(=N\NC(=O)Cc1ccc(Cl)cc1)c1cccc(NC(=O)c2cccnc2)c1	-9	1	2.5	·	3	·	3	10	22	20	5
Cc1ccc2cc(CCNC(=O)CC(C)(C)C)c(=O)[nH]c2c1C	-3	5	2.8	8	-6	-6	0	-22	6	-27	-38
O=C(NC(=S)Nc1ccc(Br)cn1)c1cccnc1	1	-8	-0.7	0	-128	-5	-9	-42	-39	-293	-265
O=C(NCCNc1ccc(Cl)cc1[N+](=O)[O-])c1ccccc1F	-4	1	-0.4	0	-22	1	6	-28	-12	-97	-124
O=C(Cn1c(=O)oc2cc(S(=O)(=O)N3CCCC3)ccc21)NCc1ccccn1	5	17	1.3	0	-12	-6	10	-17	5	4	18
CCOc1ccc(C(CCc2ccccc2)NC(=O)c2ccccc2)cc1OCC (configuration not stated)	-2	-10	-0.3	3	6	-10	5	2	-1	13	10
CCOC(=O)[C@]12CCC=C1N(Cc1ccc3c(c1)OCO3)C(=O)[C@H](CC(=O)NCC1CCCCC1)C2	2	·	-0.7	·	·	-8	·	-11	·	·	0
Cc1nc(C)c(C(=O)Nc2ccccc2-c2ccccc2)o1	-1	-1	3.4	-1	-6	-9	3	14	4	12	-4
CC1CC(C)CN(c2nc(NCc3ccco3)nc(N)c2[N+](=O)[O-])C1 (configuration not stated)	4	0	4.1	0	13	-7	-23	-9	49	22	25
CCOCCCNC(=O)c1ccc(/C=C2\Oc3ccccc3N(C)C2=O)cc1	4	1	-0.5	-2	-20	-19	12	-129	-19	-2	-22
Cn1cc(CC(=O)NCCCN2CCOCC2)c2ccccc21	5	3	-2.2	-2	-7	1	8	34	13	4	13

Part of the list above, set out differently:
| mol | m5-HT2A agonist | PDI inh | iPSC survival up | NR2E3 ag-1 | TRPM1 prom inh | CaV13 ICDI inh | H9c2 protect | NR2E3 ag-2 | Shn3 3UTR inh | Peg3 prom inh | HIF-2a inh |
| --- | --- | --- | --- | --- | --- | --- | --- | --- | --- | --- | --- |
| CCOC(=O)C1(C)CCCN(C(=O)c2ccc(OC)cc2OC)C1 (configuration not stated) | -7 | -2 | 7.5 | · | · | -6 | -3 | -20 | 3 | 3 | 7 |
| COc1ccc(C2c3c(nc[nH]c3=O)Oc3nc[nH]c(=O)c32)cc1 | 7 | -6 | -0.3 | 1 | -6 | · | -1 | -19 | -16 | 8 | 25 |
| COc1cccc(-n2c(Cc3cc(=O)[nH]c(=O)[nH]3)nnc2SCC(=O)NC2CCCCC2)c1 | 0 | · | -1.0 | 1 | -5 | -2 | 0 | -3 | 4 | -5 | 17 |

(list continues)
SMILES	m5-HT2A agonist	PDI inh	iPSC survival up	NR2E3 ag-1	TRPM1 prom inh	CaV13 ICDI inh	H9c2 protect	NR2E3 ag-2	Shn3 3UTR inh	Peg3 prom inh	HIF-2a inh
COc1ccc(OC)c(-c2nnc(-c3ccc(C)o3)o2)c1	-3	1	0.5	4	-7	·	5	-25	-6	-35	-46
CCCCc1c(-c2ccc(OC)cc2)ncn1CCc1ccccc1OC	-10	·	-0.1	·	·	-9	·	41	·	·	-33
Cn1c(CCNC(=O)c2ccccc2)nc2cc(NC(=O)c3ccco3)ccc21	0	-2	-1.4	1	-27	-5	3	-7	-45	-109	-87
c1cc2c(cc1CN1CCOCC1)OCO2	0	-2	0.9	1	-5	·	-1	1	4	-2	2
O=C(N/N=C/c1ccc(Br)cc1)c1cc[n+]([O-])cc1	-6	6	-0.7	0	-7	-3	1	-17	8	3	7
COc1ccccc1NC(=O)Nc1nnc([C@H]2C[C@H](O)[C@@H](CO)O2)s1	-5	-2	-1.0	·	·	-4	-1	-29	2	9	17
CCCCNC(=O)c1ccccc1SCc1c(C)noc1C	6	2	0.0	-3	8	-5	2	2	8	9	21
Cc1ccc(NC(=O)CSC(N)=O)cc1Cl	1	9	2.4	3	2	-5	13	-23	-12	-3	29
O=c1[nH]nc(SCc2cc(Cl)ccc2Cl)c(=O)[nH]1	-5	6	-0.5	4	-14	-4	-5	-29	5	16	22
CC(C)C1Nc2ccc(C(=O)N3CCN(c4ccccn4)CC3)cc2NC1=O (configuration not stated)	-6	3	-0.1	4	-9	-7	51*	-3	1	6	8
CCn1cc(S(=O)(=O)CC(=O)Nc2cc(C)on2)c2ccccc21	2	-3	-1.4	-2	10	-4	4	-5	12	14	12
CC(=O)NS(=O)(=O)c1ccc2sc(C)nc2c1	-2	-10	0.6	6	-2	-5	-1	-6	8	9	22
Cc1ccc(CSc2nnc(-c3ccccc3N)c(=O)[nH]2)cc1	-3	-4	-0.1	0	-8	-8	-5	-30	-18	-18	-48
COc1cc(S(N)(=O)=O)c(OC)cc1N	4	-1	0.7	-1	-7	-4	6	3	-32	12	12
CCOc1ccccc1-c1cc(C(=O)N/N=C(\C)c2cccnc2)c2ccccc2n1	0	6	0.2	-2	0	-5	9	23	-13	19	9
Clc1cccc(Cl)c1OCCCCN1CCCCC1	-3	5	1.2	1	-3	-4	-8	-6	11	-6	8
Oc1[nH]c2ccccc2c1C1=NCCCCC1	-3	-4	0.3	-1	-3	-6	-9	0	-13	-11	-31
Cc1ccc(C(C)C)c(OCC(=O)N2CCN(c3ncccn3)CC2)c1	0	12	0.4	2	·	-17	-3	4	7	1	-3
COCCn1c(=O)[nH]c2cc(C(=O)NCc3cccnc3)ccc2c1=O	4	9	0.6	5	1	-9	6	27	-4	9	2
C=CC(O)Cc1c(C)n[nH]c1C (configuration not stated)	5	1	-0.3	1	14	-7	-1	-11	39	3	5
O=C(CSc1ccccc1)NCCCN1CCOCC1	4	-10	1.1	0	10	·	3	9	-19	19	12
CCOC(=O)N1CCN(C(=S)NCCOC)CC1	0	-2	-2.1	-1	7	·	-1	-21	-31	13	15
O=C(NN1C(=O)/C(=C/c2cccs2)SC1=S)c1ccccc1	-3	3	0.1	-2	10	·	-5	-27	-3	-8	-3
CC(C)CNC(=O)NC(=O)CSc1nc2ccccc2n1CC(C)C	-2	-8	9.2	-5	11	-4	-12	9	18	9	14
CN1CCN(Cc2nc3c(c(=O)[nH]c(=O)n3C)n2CCc2ccccc2)CC1	0	-5	1.4	-1	-1	-5	15	9	-12	8	8
CCCCNC(=O)CSc1nc2cc3c(cc2c(=O)n1Cc1ccco1)OCO3	-3	8	-0.7	-4	-3	2	1	1	56	18	18
Cn1ccsc1=NC(=O)c1ccc(S(C)(=O)=O)c([N+](=O)[O-])c1	5	1	0.3	5	19	-6	-8	1	25	78*	-2
CC(=O)N1CCN(C(=O)c2ccc(-c3cccc(C(F)(F)F)c3)o2)CC1	-4	5	0.1	-3	-12	·	0	-24	17	1	-2
NC(=O)c1ccc(C(F)(F)F)cn1	2	0	-0.1	0	6	-3	2	-12	5	1	4
O=C(CCCc1ccccc1)NCc1ccccc1Cl	-5	-4	-0.5	-1	-7	-20	-6	-29	-11	-77	-80
CCN(CC)S(=O)(=O)c1cc(C(=O)O)ccc1OC	-3	0	-0.2	3	8	-4	2	8	4	-13	11

From PubChem
